# FLuc inh counter: Photinus pyralis luciferase inhibition counter-screen; P08659; ATPLite firefly luciferase biochemical luminescence, 10 min; inhibition, % at 10 µM; hit rate 1.5% among 200,000;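 active = inhibition above about 50% when tested at 10 µM, limit read from the data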
# Target sequence (P08659 whole entry, looked up): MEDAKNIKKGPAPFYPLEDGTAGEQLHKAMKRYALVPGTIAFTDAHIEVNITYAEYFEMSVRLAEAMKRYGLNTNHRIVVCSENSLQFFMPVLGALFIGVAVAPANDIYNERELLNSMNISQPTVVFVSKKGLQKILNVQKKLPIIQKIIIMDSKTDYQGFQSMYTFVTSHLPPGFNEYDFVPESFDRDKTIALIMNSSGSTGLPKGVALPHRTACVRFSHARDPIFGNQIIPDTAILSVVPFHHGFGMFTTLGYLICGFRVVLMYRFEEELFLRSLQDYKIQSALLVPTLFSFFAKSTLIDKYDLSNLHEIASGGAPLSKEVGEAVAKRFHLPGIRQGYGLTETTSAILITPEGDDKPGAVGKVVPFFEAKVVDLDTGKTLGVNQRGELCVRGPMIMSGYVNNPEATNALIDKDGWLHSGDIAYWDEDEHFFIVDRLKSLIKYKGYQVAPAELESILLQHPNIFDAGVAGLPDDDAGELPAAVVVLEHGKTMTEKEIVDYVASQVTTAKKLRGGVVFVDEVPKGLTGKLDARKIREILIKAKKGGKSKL
# RAM network inh: blocks the yeast RAM network. S. cerevisiae dse1pr::URA3 reporter, 5-FOA growth OD615, 2 d; analog-sensitive cbk1-as2 kinase mutant strain. hit rate 1.8% among 190,000. inhibition, % at 50 µM;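 active = inhibition above a set limit, 3 SD over mean compound inhibition, cut at about 8.4% in these data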;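 note: 0% = DMSO-only wells with no growth and 100% = 10 µM 1-NA-PP1 full growth; inhibition rescues growth on 5-FOA so higher OD means more RAM inhibition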
# TNAP inh no acc: TNAP (human) inhibition, acceptor-free conditions; AID 1012; purified TNAP, CDP-star luminescence, 30 min; inhibition, % at 20 µM; hit rate 0.26% among 200,000; P05186;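 active = tissue-nonspecific alkaline phosphatase inhibition above about 50% at 20 µM in the single-dose screen, limit read from the data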;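 note: 0% = DMSO negative control and 100% = EDTA positive control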
# Target sequence (P05186 whole entry, looked up): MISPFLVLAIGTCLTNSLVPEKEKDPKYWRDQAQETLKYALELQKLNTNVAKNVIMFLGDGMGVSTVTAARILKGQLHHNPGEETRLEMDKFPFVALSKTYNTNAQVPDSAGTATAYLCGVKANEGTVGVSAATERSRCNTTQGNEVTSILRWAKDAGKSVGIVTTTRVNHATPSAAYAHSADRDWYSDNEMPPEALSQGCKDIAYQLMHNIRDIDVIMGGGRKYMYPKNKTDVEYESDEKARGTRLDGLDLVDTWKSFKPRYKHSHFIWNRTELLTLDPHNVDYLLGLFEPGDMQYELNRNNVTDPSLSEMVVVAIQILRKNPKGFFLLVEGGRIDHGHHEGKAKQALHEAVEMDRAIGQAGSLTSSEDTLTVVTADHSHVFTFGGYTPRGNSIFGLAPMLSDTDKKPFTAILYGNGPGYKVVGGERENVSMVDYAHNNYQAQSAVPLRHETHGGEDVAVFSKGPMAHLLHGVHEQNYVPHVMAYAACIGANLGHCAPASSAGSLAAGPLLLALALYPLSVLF
# TNAP act hi DEA: TNAP (human) activation, high acceptor; P05186; purified TNAP, CDP-star luminescence, 1 M DEA, 30 min; stronger effect = higher value; 0 = EDTA background, 1 = DMSO-only activity; activation factor at 20 µM; 200,000 tested, under 10 active; AID 1136;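 active = activation factor at least 2 at 20 µM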
#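 Control set: EDTA negative control, DMSO positive control / Assay system: human TNAP / Quantity: TNAP 1/800 final / Evaluation: TNAP activation factor scaled between EDTA and DMSO control wells / Measured by: luminescent substrate turnover signal / Compound dosing: one dose, 20 µM / Times: 30 min enzyme reaction at room temperature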
# bIAP inh: blocks bovine intestinal alkaline phosphatase activity; AID 1019; inhibition, % at 20 µM; 190,000 tested, under 10 active; purified bovine IAP, CDP-star luminescence, 30 min;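 active = over 50% inhibition of intestinal alkaline phosphatase at 20 µM in the single-dose screen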
#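 test system = bovine IAP enzyme | medium = DEA buffer 100 mM, pH 9.8, with MgCl2 1.0 mM, ZnCl2 0.02 mM | detection = luminescence | dosing = single compound dose of 20 µM, 2% DMSO final | incubation = 30 min reaction at room temperature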
# L major viab: Leishmania major promastigote growth inhibition. Leishmania major promastigotes, resazurin fluorescence viability. inhibition, % at 10 µM. hit rate 9% among 200,000. AID 1063; in the data active = inhibition above about 50%;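 note: promastigotes grown with compound for 44 hours at 28 °C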
# FLuc stim CS: affects firefly luciferase, flagging false hits in luciferase stimulation screens; P08659; ATPlite luciferase biochemical, luminescence, 10 min; 0 = ATP-free wells, 1 = DMSO control; activation factor at 10 µM; 200,000 tested, under 10 active;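 active = luciferase activation factor, scaled between plate controls, of at least 2 with compound at 10 µM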
#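 Assay system: Luciferase/luciferin detection reagent, cell-free biochemical luciferase assay / Read-out: luciferase activation / Benchmarks: No-ATP low control, compound-free enzyme-plus-ATP high control / Medium: PBS buffer for ATP / Detection: luminescence measurement of luciferase light output / Schedule: 10 min at ambient temperature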
# TNAP inh hiacc: inhibitors of human TNAP at high phosphate acceptor concentration | P05186 | purified TNAP, CDP-star luminescence, 1 M DEA | AID 1135 | hit rate 0.03% among 200,000 | inhibition, % at 20 µM;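 active = over 50% inhibition of tissue-nonspecific alkaline phosphatase at 20 µM in the single-dose screen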;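 note: plate controls were DMSO wells for no effect and EDTA-quenched wells as full inhibition for full effect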
# APP 5UTR inh: APP translation inhibition. hit rate 0.82% among 190,000. AID 1285. inhibition, % at 2 µM. SH-SY5Y APP 5'UTR-luciferase reporter, luminescence;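 active = inhibition above a set limit, derived from the sample mean plus 3 SD, cut at about 45% in these data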; note: values of inactives mirror those of a sister screen read the other way
# bIAP activator: increases bovine intestinal alkaline phosphatase activity; purified bovine IAP, CDP-star luminescence, 30 min; stronger effect = higher value; fold of DMSO-control signal, blank-subtracted; AID 1016; hit rate 0.17% among 200,000; activation factor at 20 µM;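 active = activation factor of 2 or more at 20 µM, a signal rise over negative controls twice the positive control's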
# * marks the source's active call; other numbers are inactive results. Compounds were not picked by outcome; any-hit rate near 13%.
SMILES,FLuc inh counter,RAM network inh,TNAP inh no acc,TNAP act hi DEA,bIAP inh,L major viab,FLuc stim CS,TNAP inh hiacc,APP 5UTR inh,bIAP activator
CC(/C=N/n1c(-c2cc(C)[nH]n2)n[nH]c1=S)=C\c1ccccc1,-1.6,2.4,-47.3,0.9,-2.6,4.2,1,6.3,-20.2,1
CN1/C(=c2/s/c(=C3/C(=O)N(c4ccccc4)NC3=Nc3ccccc3)n(C)c2=O)C(C)(C)c2ccccc21,-3.9,5.4,29.1,0.7,47.8,24.8,1,31.3,-8.2,0.5
COc1ccc(Cl)cc1C(=O)NC(=S)Nc1cc(-c2nc3ccccc3[nH]2)ccc1C,-7.6,4.5,-6.9,1,13.2,25.7,1.1,-4.9,-9.1,0.9
Cc1ccc(-n2c(=O)cc(N3CCc4ccccc4C3)[nH]c2=O)cc1,-0.7,3.8,-9.6,1,15.8,2.3,1,-2.2,-11.4,0.8
Cc1ccc(NC(=O)Nc2ccc(C(=O)N3CCOCC3)cc2)cc1,-6.8,1.0,-5.2,1.1,-14.7,-1.7,1.1,-6.0,2.1,1.1
CC1=Nn2c(nnc2-c2n[nH]c3c2CCC3)SC1,-3.3,-0.3,-0.4,1,-2.5,4.6,1,0.6,-12.7,1
Cc1cc(C)cc(NC(=S)N2CCN(c3ccc(F)cc3)CC2)c1,-2.5,2.3,-18.1,1,6.8,-1.6,1,-0.4,3.3,0.9
CC(C)CNC(=O)/C=C/c1cccs1,4.5,0.8,-11.4,0.9,2.5,-2.3,1,6.6,3.0,1
CC(C)c1onc(C(=O)NCc2ccc(F)cc2)c1[N+](=O)[O-],-7.0,0.7,2.8,1,9.3,39.4,1.1,-3.9,10.8,0.9
CCCn1c(SCC(=O)N2CCCc3ccccc32)nnc1-c1ccccn1,-7.0,3.3,-1.9,1,4.0,7.3,1.1,-4.1,18.1,1
CSc1nc(C)c2c(n1)N(c1ccc(C(C)C)cc1)CC2,-8.7,-0.1,-6.0,1,11.4,-0.5,1.1,-1.8,1.2,0.9
CCc1ccc(NC(=O)CCn2c(=O)oc3ccccc32)cc1,-1.6,-0.1,2.0,1,15.0,7.9,1,4.8,8.0,0.8
CCOC(=O)c1ccc(NC(=O)CSc2nnc(-c3cccs3)n2CC)cc1,-2.7,1.3,-4.7,1,6.7,-5.0,1,-0.4,20.6,0.9
CCOCc1cnc(C)nc1NCC(=O)c1c(C)[nH]c2cc(C)ccc12,3.6,0.9,2.9,0.9,18.2,-9.3,1,8.8,-8.8,0.8
Cc1ccc(SC(c2ccccc2)C(Cn2cncn2)C(=O)c2ccccc2)cc1 (stereo not given),-4.0,3.2,-13.1,1.1,-0.5,-0.1,1,-10.4,20.2,1
CCCn1nnc(NC(=O)COc2ccccc2Cl)n1,-3.2,-0.3,-6.3,1,5.8,-9.4,1,1.9,-13.4,0.9
Cc1cc(=O)n2ccccc2c1C#N,-2.1,-0.7,-17.4,1,6.8,6.7,1,-1.3,-18.1,0.9
COC(=O)c1c(C(=O)OC)c(-c2ccc(Cl)cc2)n2c1CS(=O)(=O)C2,-6.3,-0.6,4.9,1.1,0.4,8.7,1.1,-5.4,-1.3,1
COc1ccc(CNC(=O)c2cc(C)nc3ccccc23)cc1OC,-4.1,1.1,-2.5,1,-0.8,-0.9,1,-1.3,-16.4,1
CCOC(=O)n1c(=O)oc2ccc(Cl)cc21,-7.7,0.1,-2.1,1,-23.3,-8.3,1.1,0.7,-8.3,1.2
Cc1ccc(S(=O)(=O)NCC(=O)N(CC(=O)NCC2CCCO2)CC2CCCO2)cc1 (stereo not given),0.9,-0.1,-4.0,1,-10.5,11.3,1,-1.2,-10.6,1.1
Cc1ccc(CSCC(Nc2ccc(C(=O)O)cc2[N+](=O)[O-])C(=O)O)cc1 (stereo not given),-4.7,1.1,3.2,0.9,31.8,-5.6,1,6.7,0.9,0.7
NCCN1CCN(CCN)CC1,-0.6,0.3,-5.8,1,5.3,-2.9,1,0.0,2.8,0.9
O=C(c1cnn(C(=O)c2ccc(O)cc2)c1)c1ccccc1O,3.1,2.5,16.4,1.1,-2.0,-10.2,1,-6.1,-28.1,1
COc1ccc2cnn(-c3ccc(C)cc3)c(=O)c2c1OC,25.2,1.5,-9.7,1.1,-1.1,4.7,0.7,-8.0,-42.5,1

# Looked up by structure from the entries so far:
SMILES,FLuc inh counter,RAM network inh,TNAP inh no acc,TNAP act hi DEA,bIAP inh,L major viab,FLuc stim CS,TNAP inh hiacc,APP 5UTR inh,bIAP activator
CCCn1c(SCC(=O)N2CCCc3ccccc32)nnc1-c1ccccn1,-7.0,3.3,-1.9,1,4.0,7.3,1.1,-4.1,18.1,1
Cc1cc(=O)n2ccccc2c1C#N,-2.1,-0.7,-17.4,1,6.8,6.7,1,-1.3,-18.1,0.9

# The main list resumes; the five compounds before the break are reprinted first.
SMILES,FLuc inh counter,RAM network inh,TNAP inh no acc,TNAP act hi DEA,bIAP inh,L major viab,FLuc stim CS,TNAP inh hiacc,APP 5UTR inh,bIAP activator
Cc1ccc(S(=O)(=O)NCC(=O)N(CC(=O)NCC2CCCO2)CC2CCCO2)cc1 (stereo not given),0.9,-0.1,-4.0,1,-10.5,11.3,1,-1.2,-10.6,1.1
Cc1ccc(CSCC(Nc2ccc(C(=O)O)cc2[N+](=O)[O-])C(=O)O)cc1 (stereo not given),-4.7,1.1,3.2,0.9,31.8,-5.6,1,6.7,0.9,0.7
NCCN1CCN(CCN)CC1,-0.6,0.3,-5.8,1,5.3,-2.9,1,0.0,2.8,0.9
O=C(c1cnn(C(=O)c2ccc(O)cc2)c1)c1ccccc1O,3.1,2.5,16.4,1.1,-2.0,-10.2,1,-6.1,-28.1,1
COc1ccc2cnn(-c3ccc(C)cc3)c(=O)c2c1OC,25.2,1.5,-9.7,1.1,-1.1,4.7,0.7,-8.0,-42.5,1
Cc1ccccc1C(=O)N/N=C/c1ccc([N+](=O)[O-])s1,1.0,0.8,8.4,0.9,40.1,100.4*,1,12.1,43.0,0.6
CC(C)NS(=O)(=O)c1ccc(NC(=S)NC(=O)c2ccc(-c3ccccc3)cc2)cc1,-4.4,3.8,2.2,1,25.1,93.3*,1,2.5,-5.2,0.7
CCNc1ccc(Br)cc(C(=O)/C=C/c2ccc3c(c2)OCO3)c1=O,-5.7,0.9,4.6,1,10.8,32.9,1.1,2.0,13.1,0.9
COc1ccc(S(=O)(=O)CCC(=O)N2c3ccccc3CC2C)cc1 (stereo not given),-1.4,0.3,-10.2,1,9.2,-3.7,1,-2.8,14.5,0.9
CC(=O)SCC(C)C(=O)NCc1ccccc1 (stereo not given),-6.9,-0.4,-7.8,1,17.1,-3.6,1.1,0.5,-2.1,0.8
COC(=O)CNc1n[nH]c(=S)[nH]c1=O,-6.3,1.1,-22.0,1,10.8,-5.0,1.1,-3.0,-1.1,0.9
Cc1cc(=O)n(CNC(=O)c2ccccc2)c(=S)[nH]1,-6.9,-0.4,-13.1,1,13.9,-4.7,1.1,-0.8,12.1,0.9
Cn1nc(-c2ccccc2)c(CO)c1Sc1ccccc1,-5.4,1.6,-5.2,1,-2.4,18.3,1.1,-2.2,-8.8,1
CC1Cc2ccccc2N1C(=S)Nc1ccc(S(N)(=O)=O)cc1 (stereo not given),-5.6,0.8,-1.6,1,-36.9,80.2*,1.1,0.1,-7.5,1.4
N#Cc1c(-c2ccccc2)nc(SCc2nc(N)nc(N3CCCCC3)n2)[nH]c1=O,-3.7,2.7,-11.4,1,3.5,-4.0,1,-4.6,-5.8,1
CCCCn1c(Cl)nc2c1c(=O)n(C)c(=O)n2C,-7.9,-0.1,-9.1,1,-3.5,-9.1,1.1,-2.2,1.1,1
O=C(Cn1ncc2c(=O)oc3ccccc3c21)N1CCCc2ccccc21,-7.7,0.3,-7.6,1.1,5.6,7.5,1.1,-6.6,2.4,0.9
C=C1C(O)C[C@H]2C(=C)CCC3[C@H](OC(=O)[C@]3(O)CO)[C@@H]12 (stereo not given in full),-2.7,0.0,-8.6,1,13.7,-3.8,1,-2.3,17.8,0.9
Cc1ccccc1OCC(=O)N/N=C/c1cc2ccccc2nc1Cl,2.4,1.2,1.2,1,14.9,-3.0,1,-0.2,-4.9,0.9
CS(=O)(=O)N1N=C(c2ccc(Br)cc2)CC1c1ccc2c(c1)OCO2 (stereo not given),2.0,2.8,-17.4,1.1,-5.8,-2.8,1,-6.1,-111.0,1.1
O=C(NC1CCCCCCC1)C1c2ccccc2C(=O)N1Cc1cccs1 (stereo not given),-1.9,3.2,-13.3,1,1.4,6.7,1,2.6,7.5,1
Cc1cccc(Oc2nc3c(c(=O)n(C)c(=O)n3C)n2C)c1,-9.3,1.4,-2.2,1,-7.1,-0.6,1.1,-4.2,-0.5,1.1
CCc1nnc(NC(=O)CSc2nnc3c(C)cc4c(C)ccc(C)c4n23)s1,3.1,-0.1,-2.2,0.9,11.6,-7.6,1,7.1,-8.4,0.9
CCOC(=O)c1c(C)n(C)c2ccc(OC)c(NC(=O)CCN3CCSCC3)c12,-5.5,-1.1,-20.5,1.1,7.6,1.8,1.1,-6.7,-3.2,0.9
CC(=O)Nc1c(C)ccc(CNC(=O)COc2cc(C)ccc2C)c1C,-1.3,1.1,-3.8,1,8.6,-3.1,1,-3.6,-7.1,0.9
Cc1ccc(-c2c(C)n([O-])c3c([n+]2=O)CCCCC3)o1,-5.6,0.7,-15.9,1.1,10.5,-3.7,1.1,-7.0,7.5,0.9
COC(=O)C(Cc1ccc(OC(=O)c2ccc(C)cc2)cc1)N1Cc2ccccc2C1=O (stereo not given),-2.2,5.5,-9.3,1,-17.3,-4.7,1,0.3,-31.4,1.2
NC(=O)C1(c2ccccc2)CCOCC1,-0.9,1.2,-3.5,1,7.1,-4.5,1,-0.4,5.5,0.9
CCS(=O)(=O)c1ccc2c(c1)N(S(=O)(=O)c1ccc(Cl)cc1)CC(C(=O)O)O2 (stereo not given),-4.9,2.0,-11.7,1,-19.6,-3.5,1,-3.4,-2.9,1.2
O=c1c2c3c(sc2n2cnnc2n1CCc1ccccc1)CCCC3,-2.1,8.9*,-10.3,1,-2.1,14.6,1,-4.9,-5.2,1
CCOC(=O)Nc1ccc2c(COC(=O)CNS(=O)(=O)c3ccc(NC(C)=O)cc3)cc(=O)oc2c1,-1.9,2.9,-2.0,1,-13.0,0.0,1,-0.3,-16.8,1.1
Cc1ccc(CNS(=O)(=O)c2ccc3oc(C(=O)O)c(C)c3c2)cc1,-0.5,4.2,-6.9,1,2.5,-6.1,1,2.1,-43.7,1
CCCn1c(SCC(=O)NCCc2ccccc2)nnc1-c1ccccn1,-5.0,-0.1,-7.3,1,4.4,0.1,1.1,0.7,-9.2,1
